T cell modulator = T cell immune modulators affecting CD8 T cell-vesicle binding. actives 0.068% (n = 330,000). 2C CD8+ T cell-vesicle binding, flow cytometry; active compounds read low. calls only at 7 µM;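 active = response, share of CD8 T cells binding vesicles, and their 90th percentile fluorescence all below set limits, cut at about 80% in these data, passing the limit was not always enough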
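Read-out – percent CD8+ FL2 mean versus row control · System – murine 2C transgenic CD8+ T lymphocytes · Times – 1.5 h cell–vesicle binding at 37 °C, then 20 min icy labelling · Control set – naked vesicles low, QL9 vesicles with vehicle high · Detection – cytometric PE anti-B7-1 and Alexa647 anti-CD8 signals after 1% paraformaldehyde fixation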
MgcRacGAP inhibition = MgcRacGAP GTPase-activating activity inhibitors, confirmation, biochemical, ADP Hunter fluorescence; MgcRacGAP-stimulated Rac1 GTP hydrolysis, ADP Hunter fluorescence; higher % means a stronger effect; GST-tagged Rac1 F28L mutant substrate; inhibition, % at 30 µM, or IC50 in µM where a hit was titrated; AID 624330; actives 0.6% (n = 340,000);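 active = first-screen hits whose inhibition reached a set limit at any dose in the follow-up dose series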;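 note: fluorescence reports GDP produced by GAP-driven GTP hydrolysis; strong numbers were not always called active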
NTR1 ag = agonists of NTR1, primary screen, imaging, U2OS cells, beta-arrestin-GFP, high content (AID 493036). P30989. NTR1-U2OS beta-arrestin-GFP spot imaging, agonist mode. activation, % at 20 µM. actives 0.17% (n = 330,000);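 active = activation at or above 40% of the spot to cytoplasm intensity ratio, with at least 20 cells analyzed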;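 note: 0% = DMSO without peptide and 100% = 100 nM NTR1 peptide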
Target sequence (P30989 whole entry, looked up): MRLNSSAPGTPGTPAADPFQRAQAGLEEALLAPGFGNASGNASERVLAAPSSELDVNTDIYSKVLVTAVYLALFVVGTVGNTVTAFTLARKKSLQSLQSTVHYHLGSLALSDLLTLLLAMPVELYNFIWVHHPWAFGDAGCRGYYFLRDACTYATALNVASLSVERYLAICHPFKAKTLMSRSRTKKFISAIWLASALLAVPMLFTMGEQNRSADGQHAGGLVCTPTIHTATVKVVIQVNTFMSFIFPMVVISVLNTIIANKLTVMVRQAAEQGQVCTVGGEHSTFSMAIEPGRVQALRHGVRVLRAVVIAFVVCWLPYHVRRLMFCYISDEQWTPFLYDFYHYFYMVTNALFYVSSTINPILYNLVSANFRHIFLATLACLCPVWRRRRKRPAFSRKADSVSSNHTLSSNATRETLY
T cell modulator vesicle-bound % = also measured in T cell modulator; calls as there; double positive events, %; measured here: CD8+ vesicle-bound cell fraction;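 binding gate set so that unloaded-vesicle control wells show 10% double positive cells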
NTR1 ag cell count 20 µM = also measured in NTR1 ag; calls as there; cell count; measured here: cell count, cytotoxicity flag
An asterisk follows results filed as active; i = inactive.

1. O=C(CN1CCN(S(=O)(=O)c2cccc(F)c2)CC1)Nc1ccnn1C1CCCC1
2. CCCCN(Cc1cc2cc(OC)ccc2[nH]c1=O)C(=O)COc1ccccc1
3. Cc1cnc(C(=O)OCC(=O)Nc2ccc(OCc3ccccc3)cc2)cn1
4. COc1ccc([N+](=O)[O-])cc1NC(=O)COC(=O)Cn1cnc2ccccc2c1=O
5. COC(C)(C)[C@@H](O)COc1c2ccoc2cc2oc(=O)ccc12
6. O=C(NCc1ccccn1)c1cccc(S(=O)(=O)N2CCc3ccccc32)c1
7. COc1cccc(NC(=O)CN(C)C(=O)c2ccc3c(c2)CC(c2ccccc2)OC3=O)c1 (stereo not given)
8. COc1ccc(CC(=O)N2CCN(S(=O)(=O)c3ccc(Cl)s3)CC2)cc1

screen / no.	1	2	3	4	5	6	7	8
T cell modulator	i	i	i	i	i	i	i	i
T cell modulator vesicle-bound %	35	48	28	45	15	12	31	27
MgcRacGAP inhibition	-5%	5%	4%	5%	12%	-2%	2%	4%
NTR1 ag	1.1	1.6	-0.7	-0.4	0.2	-1.0	1.3	1.4
NTR1 ag cell count 20 µM	49	58	49	54	45	50	59	88

Given as labelled records: entries from further up.
(1) O=C(CN1CCN(S(=O)(=O)c2cccc(F)c2)CC1)Nc1ccnn1C1CCCC1
  T cell modulator: i; T cell modulator vesicle-bound %: 35; MgcRacGAP inhibition: -5%; NTR1 ag: 1.1; NTR1 ag cell count 20 µM: 49
(2) CCCCN(Cc1cc2cc(OC)ccc2[nH]c1=O)C(=O)COc1ccccc1
  T cell modulator: i; T cell modulator vesicle-bound %: 48; MgcRacGAP inhibition: 5%; NTR1 ag: 1.6; NTR1 ag cell count 20 µM: 58
(3) Cc1cnc(C(=O)OCC(=O)Nc2ccc(OCc3ccccc3)cc2)cn1
  T cell modulator: i; T cell modulator vesicle-bound %: 28; MgcRacGAP inhibition: 4%; NTR1 ag: -0.7; NTR1 ag cell count 20 µM: 49
(4) COc1ccc([N+](=O)[O-])cc1NC(=O)COC(=O)Cn1cnc2ccccc2c1=O
  T cell modulator: i; T cell modulator vesicle-bound %: 45; MgcRacGAP inhibition: 5%; NTR1 ag: -0.4; NTR1 ag cell count 20 µM: 54

(continued)
9. N#CCC(=O)Nc1ccc(C(=O)NCC2(N3CCOCC3)CCCCC2)cc1
10. O=C(COC(=O)Cn1cnc2ccccc2c1=O)Nc1ccccc1OC(F)F
11. Cc1cc(C)c(CNC(=O)c2cc(C3CC3)nc3c2cnn3C(C)C)c(=O)[nH]1
12. CCOC(=O)C1CCCN(C(=O)COc2ccc(S(=O)(=O)N3CCOCC3)cc2)C1 (stereo not given)
13. CN(C)S(=O)(=O)n1cnc([C@@H]2[C@H]3C(=O)OC[C@@H]3C[C@@]23N=CN(Cc2ccccc2)C3=O)c1
14. C#CCOCCOCCOCCNc1nc(N2CCOCC2)nc(N2CCN(C(=O)[C@H](CCCCN)n3cc(CN)nn3)CC2)n1
15. C=CCC[C@@H](Cc1ccc(F)cc1)C(=O)OC[C@H](C)NC(=O)[C@@H](CC=C)CC(=O)N(CCO)Cc1ccccc1
16. CCCCC/C=C/C1=CC(=O)C[C@H](c2ccc(Cl)cc2)C1

screen / no.	9	10	11	12	13	14	15	16
T cell modulator	i	i	i	i	i	i	i	i
T cell modulator vesicle-bound %	34	54	43	50	30	20	16	39
MgcRacGAP inhibition	-4%	-3%	0%	4%	6%	21%	7%	2%
NTR1 ag	0.1	2.7	-1.5	0.8	1.6	-2.5	5.4	4.5
NTR1 ag cell count 20 µM	49	65	63	70	59	62	69	47

17. COc1ccc(C2C(Oc3ccccc3)C(=O)N2c2ccc(C)c(C)c2)cc1OC (stereo not given)
18. CC(NC(=O)C1CCN(C(=O)c2ccc(F)cc2)CC1)c1ccc(-n2ccnc2)cc1 (stereo not given)
19. CC(=O)NC(c1cc(Cl)c2cccnc2c1O)C1CC1 (stereo not given)
20. Cc1noc(C)c1NC(=O)Nc1ccc2c(c1)C(=O)N([C@@H](C)CO)C[C@@H](C)[C@@H](CN(C)Cc1ccc3c(c1)OCO3)O2
21. CC(C)(C)OC(=O)N[C@@H](Cc1ccccc1)C(=O)N[C@@H](CO)[C@H](O)[C@@H]1C[C@@H]1C(=O)NC1CCCCC1
22. COc1ccc(Cl)cc1NS(=O)(=O)c1cccc(C(=O)N2CC(C)OC(C)C2)c1 (stereo not given)
23. CC(C)N(C(=O)[C@H]1CC(CC(=O)NCC23CC4CC(CC(C4)C2)C3)C(=O)N2CCc3c([nH]c4ccccc34)[C@]12C)C(C)C (stereo not given in full)
24. CC(NCC(=O)Nc1ccccc1C(=O)NC1CC1)c1ccc(S(N)(=O)=O)cc1 (stereo not given)

screen / no.	17	18	19	20	21	22	23	24
T cell modulator	i	i	i	i	i	i	i	i
T cell modulator vesicle-bound %	38	37	35	16	8	30	23	50
MgcRacGAP inhibition	9%	4%	4%	11%	9%	8%	8%	-2%
NTR1 ag	2.2	2.2	0.7	3.8	5.6	0.1	14	-0.7
NTR1 ag cell count 20 µM	78	65	64	57	57	58	60	56

25. COc1ccc(/[N+]([O-])=C/c2ccco2)cc1
26. C[C@H](CO)N1C[C@H](C)[C@@H](CN(C)S(=O)(=O)c2cn(C)cn2)Oc2ccc(NC(=O)C3CCCCC3)cc2C1=O
27. Cc1onc(-c2ccccc2)c1C(=O)OCC(=O)Nc1ccc(OC(F)(F)F)cc1
28. CCOC(=O)c1sc(NC(=O)CN2C(=O)NC3(CCC(C)CC3)C2=O)c(C(=O)OCC)c1C (stereo not given)
29. Cc1ccccc1NC(=O)COC(=O)c1ccc2nc(C)c(C)nc2c1
30. O=C(Cc1ccc2c(c1)OCCO2)Nc1ccc(Cl)c(S(=O)(=O)N2CCOCC2)c1
31. N/C(=N\OC(=O)CCCN1C(=O)c2ccccc2C1=O)c1ccc(Br)cc1
32. CCOc1ccccc1OCCCC(=O)Nc1ccc(Cl)c(S(=O)(=O)N2CCOCC2)c1

screen / no.	25	26	27	28	29	30	31	32
T cell modulator	i	i	i	i	i	i	i	i
T cell modulator vesicle-bound %	17	21	22	24	25	44	36	13
MgcRacGAP inhibition	10%	7%	3%	1%	6%	2%	12%	8%
NTR1 ag	-0.4	0.3	18	2.9	-2.4	-1.3	1.0	1.1
NTR1 ag cell count 20 µM	51	52	62	61	51	70	35	59

33. O=c1oc(-c2ccc(O)c(O)c2)cc2cccc(O)c12
34. NC(=O)c1ccsc1NC(=O)COC(=O)c1c(F)cccc1Cl
35. C[C@H](CO)N1C[C@H](C)[C@@H](CN(C)S(=O)(=O)c2ccccc2)Oc2c(NC(=O)Nc3ccc(C(F)(F)F)cc3)cccc2C1=O
36. COc1ccc(CNC(=O)COc2ccccc2C(=O)c2cnn(-c3ccccc3)c2)cc1OC
37. O=C(COC(=O)c1ccc(F)cc1F)NCc1ccc2c(c1)OCO2
38. Cc1cc(Br)ccc1NC(=O)CN(C)C(=O)c1ccc(-n2cncn2)c([N+](=O)[O-])c1
39. CCC(C)NC(=O)c1ccc(NC(=O)CC2SC(N3CCCCC3)=NC2=O)cc1 (stereo not given)
40. COc1ccc(C(=O)NNC(=O)c2ccc3ccccc3n2)cc1

screen / no.	33	34	35	36	37	38	39	40
T cell modulator	i	i	i	i	i	i	i	i
T cell modulator vesicle-bound %	14	44	10	10	34	45	44	28
MgcRacGAP inhibition	20µM*	0%	7%	3%	4%	-2%	4%	4%
NTR1 ag	2.0	0.1	7.2	-2.1	-0.2	0.1	-0.9	3.2
NTR1 ag cell count 20 µM	68	45	51	56	54	70	45	53

41. O=c1cc(CN2CCN(S(=O)(=O)c3ccccc3)CC2)nc2ccc(Cl)cn12
42. COc1ccc2c(c1)[C@@H]1[C@H](CO2)[C@H](c2ccccc2)[C@]2(C)C(=O)NCC(=O)N12
43. COc1ccc(-c2sc3cc(OC)c(OC)cc3c2-c2ccc(O)cc2)cc1
44. Cc1noc(C)c1C(=O)Nc1nc(-c2ccc(F)c(F)c2)cs1
45. COc1ccccc1CN(C)C(=O)CSc1nnc(C2CC2)n1C1CC1
46. CCCCn1c(N)c(N(C)C(=O)c2cc3c(s2)CCCCC3)c(=O)[nH]c1=O
47. COc1ccc([C@@H]2CC=C(C(=O)O)[C@H](c3ccc(Br)cc3)N2S(=O)(=O)c2ccc(C)cc2)cc1OC
48. NS(=O)(=O)c1ccc(NNC(=O)c2ccc(Br)o2)c([N+](=O)[O-])c1

screen / no.	41	42	43	44	45	46	47	48
T cell modulator	i	i	i	i	i	i	i	i
T cell modulator vesicle-bound %	38	33	14	37	20	11	7	34
MgcRacGAP inhibition	3%	15%	4%	3%	3%	6%	8%	19%
NTR1 ag	-2.5	3.6	51*	1.5	-1.4	4.1	4.5	0.9
NTR1 ag cell count 20 µM	61	50	60*	56	77	50	55	60

49. O=C(COC(=O)Cc1ccc(S(=O)(=O)N2CCOCC2)s1)Nc1ccccc1Cl
50. CCC(C)c1ccc(NC(=O)COC(=O)C2CCCC2)cc1 (stereo not given)
51. Cc1ccc(C)c(C(=O)CN2C(=O)NC3(CCc4ccccc43)C2=O)c1 (stereo not given)
52. Cc1cc(C)nc(SCC(=O)Nc2sc3c(c2C#N)CCC(C)C3)n1 (stereo not given)
53. CC(OC(=O)c1cc(=O)[nH]c2ccccc12)C(=O)N1C(C)CCCC1C (stereo not given)
54. CC1CCN(c2ccccc2NC(=S)NC(=O)c2ccco2)CC1
55. COc1ccc(NS(=O)(=O)c2cc(NC(=O)C3=NN(c4ccccc4)C(=O)CC3)ccc2OC)cc1
56. Cc1ccc(NC(=O)c2cc(=O)[nH]c3ccc(S(=O)(=O)N4CCOCC4)cc23)cc1

screen / no.	49	50	51	52	53	54	55	56
T cell modulator	i	i	i	i	i	i	i	i
T cell modulator vesicle-bound %	55	28	44	60	17	47	49	38
MgcRacGAP inhibition	9%	-2%	2%	-2%	3%	13%	9%	6%
NTR1 ag	-3.0	2.2	2.1	4.2	-2.0	27	1.2	-0.1
NTR1 ag cell count 20 µM	39	68	62	53	43	38	65	53

57. O=C(C[C@H]1C/C=C\C[C@H](NC(=O)OCC2c3ccccc3-c3ccccc32)C(=O)OC[C@@H]2CCCN2C1=O)NCCO
58. CC1CCCC(NC(=O)Cn2cc([N+](=O)[O-])ccc2=O)C1C (stereo not given)
59. O=C(CC1C[C@H](C(=O)N2CCOCC2)[C@@]2(CCC3CCCC3)c3[nH]c4ccccc4c3CCN2C1=O)NCc1ccco1 (stereo not given in full)
60. CC(=O)c1cccc(NC(=O)C2=CN3CCS(=O)(=O)N=C3C=C2)c1
61. CN(C)c1ccc(C(=O)Nc2cccc(S(=O)(=O)N3CCCC3)c2)cc1
62. Cc1ccsc1CN(C)C(=O)c1cc(S(=O)(=O)N2CCOCC2)ccc1N1CCCC1
63. COc1ccc(CNC(=O)COC(=O)[C@@H]2CCCN2C(=O)c2cccs2)cc1
64. O=C(COC(=O)c1cc(Br)ccc1O)NC12CC3CC(CC(C3)C1)C2

screen / no.	57	58	59	60	61	62	63	64
T cell modulator	i	i	i	i	i	i	i	i
T cell modulator vesicle-bound %	15	31	9	39	43	31	52	13
MgcRacGAP inhibition	5%	6%	4%	5%	8%	6%	-5%	5%
NTR1 ag	-1.4	-1.8	9.7	1.2	0.7	6.8	-0.6	-1.3
NTR1 ag cell count 20 µM	46	43	68	61	58	64	52	67

65. Nc1nonc1-n1nnc(C(=O)N/N=C/c2cccc(F)c2)c1CN1CCCCCC1
66. O=C(CN1CCN(C(=O)C2CCC2)CC1)Nc1ccc(F)cc1
67. Cc1ccccc1NC(=O)Cc1nc(COC(=O)Cc2c(F)cccc2Cl)cs1
68. Cc1cc(C(=O)O)cc(S(=O)(=O)Nc2c(C)nn(C)c2C)c1C
69. CN(CC(=O)Nc1ccccc1C(=O)NC1CC1)Cc1ccc(Cl)cc1
70. CC(C)Cn1c(SCC(=O)Nc2ccc(Cl)cc2F)nc(O)cc1=O
71. COCCn1c(C)cc(C(=O)COC(=O)CNC(=O)c2ccco2)c1C
72. COc1ccccc1C(=O)COC(=O)COc1ccc(C#N)cc1

screen / no.	65	66	67	68	69	70	71	72
T cell modulator	i	i	i	i	i	i	i	i
T cell modulator vesicle-bound %	22	48	21	49	28	31	40	55
MgcRacGAP inhibition	4%	1%	-3%	4%	3%	1%	3%	6%
NTR1 ag	-0.8	4.7	-1.0	2.5	4.6	-0.5	8.9	-1.0
NTR1 ag cell count 20 µM	64	60	72	60	50	59	57	49

73. COc1ccc(OCCC(=O)OCC(=O)Nc2cccc(S(=O)(=O)N3CCCCC3)c2)cc1
74. COc1ccc(S(=O)(=O)N2CCOCC2)cc1NC(=O)CSc1nnnn1C1CC1
75. O=C(COC(=O)c1ccc([N+](=O)[O-])s1)NCCc1ccccc1
76. COc1ccc2sc(-c3ccc(S(C)(=O)=O)cc3)c(-c3ccc(SC)cc3)c2c1
77. C=CCn1c(SCC(=O)c2c(N)n(C)c(=O)n(C)c2=O)nnc1-c1ccoc1C

screen / no.	73	74	75	76	77
T cell modulator	i	i	i	i	i
T cell modulator vesicle-bound %	43	37	10	10	14
MgcRacGAP inhibition	20%	4%	5%	9%	7%
NTR1 ag	5.5	-1.2	2.0	3.9	3.3
NTR1 ag cell count 20 µM	48	62	87	58	63

Screening results as filed in PubChem.

Only part of the results is shown, so the mix of outcomes need not match the whole.
